KCNH2 3.1 inh = inhibitors of human KCNH2 3.1 potassium channel isoform; activity change, % (tested at about 1.8 µM); 340,000 compounds, 0.95% hits; U2OS KCNH2 3.1, thallium flux FluxOr; hits give low values;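 active = maximum activity change below -70%; inconclusive = maximum activity change from -70% to -50%; inactive = maximum activity change above -50%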;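 also: thallium influx rate constant from kinetic fluorescence after stimulation buffer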
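U2OS cells transduced with KCNH2 3.1 mutant virus (1.77 x 10^8 /mL, 4 h), plated overnight at 37 C, loaded 45 min with FluxOr dye plus Red40 quencher. Thallium flux rate constant from kinetic reads after stimulation buffer, normalised to controls.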
Coupling enz = inhibits coupling enzyme system, counter-screen for aldolase hits. coupling enzyme system counterscreen, AmpLite Red fluorescence. AID 2472. 290,000 compounds, 0.67% hits. activity change, negative = inhibition, % at 58.2 µM, hits read low; in the data active = activity change below about -30%
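Fluorescence at 525 nm excitation and 598 nm emission measured inhibition of the coupled detection system without aldolase. Compounds (at 57.5 uM final) were preincubated 10 min at room temperature with coupling enzyme reagent before a 20 min substrate/AmpLite Red step.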
Giardia kill = kills Giardia lamblia | Giardia lamblia trophozoite viability | 340,000 compounds, 0.15% hits | activity change, % at 7.66 µM, hits read low; in the data active = activity change below about -80%; inconclusive = between about -30% and that limit;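 also: parasites exposed to compound for two days anaerobically before the ATP read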
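Media and compound were dispensed first, then trophozoites at 100 cells/well; plates sat 48 hrs at 37 deg C without oxygen before ATP luminescence reagent was added and read after 15-30 min at room temperature.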
USP2a inh = inhibitors of human ubiquitin-specific protease USP2a; O75604; USP2 core, Ub-CHOP2 coupled fluorogenic reporter, 485/531; Potency, µM (highest dose often 38.3 µM), for the others: top-dose activity change, negative = inhibition, usual class: inhibitors; 330,000 compounds, 0.01% hits; AID 463254;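 also: potency is read from the fitted curve at half-maximal effect; plate controls were DMSO wells for no effect and full inhibition by NEM control for full effect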
Target sequence (O75604 whole entry, looked up): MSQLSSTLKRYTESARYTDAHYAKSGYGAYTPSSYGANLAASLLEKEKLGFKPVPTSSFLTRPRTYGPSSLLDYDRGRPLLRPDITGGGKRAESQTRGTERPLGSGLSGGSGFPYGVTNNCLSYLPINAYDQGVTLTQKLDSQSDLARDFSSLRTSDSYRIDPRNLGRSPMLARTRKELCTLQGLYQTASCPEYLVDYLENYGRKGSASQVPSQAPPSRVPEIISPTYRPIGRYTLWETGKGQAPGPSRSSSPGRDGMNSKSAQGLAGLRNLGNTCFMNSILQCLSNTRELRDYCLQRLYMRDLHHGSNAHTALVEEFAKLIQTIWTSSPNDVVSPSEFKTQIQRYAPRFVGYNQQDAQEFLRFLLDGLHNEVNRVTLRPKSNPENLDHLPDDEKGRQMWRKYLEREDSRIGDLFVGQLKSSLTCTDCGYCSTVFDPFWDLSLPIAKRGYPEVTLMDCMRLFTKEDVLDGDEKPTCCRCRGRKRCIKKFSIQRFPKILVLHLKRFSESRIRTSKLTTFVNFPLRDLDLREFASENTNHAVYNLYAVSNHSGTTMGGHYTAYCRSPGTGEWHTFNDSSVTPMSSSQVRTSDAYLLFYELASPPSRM
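Deubiquitinase activity read as fluorescence (485/531 nm) after Ub-CHOP2 cleavage activates the enterokinase reporter on its substrate; USP2 core 10nM, Ub-CHOP2 and substrate 25nM each, 30min compound preincubation then 60min RT; data normalized to NEM, curves fitted.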
BCR signal inh = inhibitors of chronic active B-cell receptor signaling | AID 493014 | 340,000 compounds, 0.05% hits | ABC-DLBCL IkBa-CBG/CBR reporter, luminescence ratio, 4 h | Potency, µM (top dose mostly 46.1 µM), inactives show at the top dose ratio change, negative = lower green/red ratio, actives largely listed as inhibitors; active = well fitted inhibition curve with a large enough effect in the signal ratio, with a control signal flat, not every such curve was filed as active; inconclusive = small, poorly fitted or top-dose-only effect, or effect the other way, or a change in a side signal; the % refers to the signal ratio;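 also: potency is read from the fitted curve at half-maximal effect; plate controls were basal doxycycline-induced cells for no effect and cells given 10 µM MG132 for full effect; MG132 reads +100%, hits lower the ratio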
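Cell line TMD8 (human ABC DLBCL), stably expressing tet-inducible CBG68-IkBa fusion and CBR; IMDM/0.5% FBS; cpd up to 46 uM; dox induction, 4 h, 37C/5% CO2; dual luminescence; green/red ratio; MG132 control.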
B2AR arrestin = recruits beta-arrestin to the human beta2-adrenergic receptor | P07550 | beta-arrestin recruitment to beta2AR, cell-based reporter | Potency, µM (doses to about 46.1 µM), for inactives: at the top dose activation, hits mostly activators | 330,000 compounds, 0.02% hits | AID 492947;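 also: potency is read from the fitted curve at half-maximal effect; 0% = DMSO controls and full agonism = EC100 isoproterenol or metaproterenol; nearly all actives have a fitted effect of over 65% in size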
Eya2 inh = inhibitors of human Eya2 phosphatase activity; Potency, µM (doses to about 76.9 µM), for the others: at the top dose activity, negative = inhibition, usual class: inhibitors; 330,000 compounds, 0.006% hits; O00167; recombinant Eya2, OMFP fluorescence dephosphorylation (OMFP is methylfluorescein phosphate); also: potency is read from the fitted curve at half-maximal effect
Target sequence (O00167 whole entry, looked up): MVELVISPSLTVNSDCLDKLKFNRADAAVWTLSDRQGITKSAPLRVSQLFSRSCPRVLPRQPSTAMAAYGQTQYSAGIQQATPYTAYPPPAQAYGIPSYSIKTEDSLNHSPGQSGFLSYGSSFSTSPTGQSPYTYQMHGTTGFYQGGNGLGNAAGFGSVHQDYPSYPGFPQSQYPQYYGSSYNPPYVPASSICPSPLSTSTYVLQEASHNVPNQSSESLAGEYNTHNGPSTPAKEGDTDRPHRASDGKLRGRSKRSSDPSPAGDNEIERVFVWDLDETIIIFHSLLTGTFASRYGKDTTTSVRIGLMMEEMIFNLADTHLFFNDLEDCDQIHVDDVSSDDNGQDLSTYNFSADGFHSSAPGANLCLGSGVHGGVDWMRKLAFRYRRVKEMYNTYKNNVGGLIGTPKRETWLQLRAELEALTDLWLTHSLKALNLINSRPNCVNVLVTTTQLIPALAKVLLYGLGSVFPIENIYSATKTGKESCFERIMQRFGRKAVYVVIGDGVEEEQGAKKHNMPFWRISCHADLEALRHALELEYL
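Eya2 (0.2 uM) preincubated 10 min at ambient with compound, then OMFP substrate added at 50 uM; 10 min reaction in 50 mM HEPES pH 7.5, 50 mM NaCl, 5 uM MgCl2, 0.05% BSA, 1 mM DTT. Fluorescence read at Ex 485/Em 525 nm.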
PKM2 act = increases activity of human pyruvate kinase M2; AID 1631; purified PKM2, Kinase-Glo ATP luminescence, activation; response scale: 0% is enzyme alone, no compound; Potency, µM (titrated, usually from 57.5 µM), for the others: top-dose activation, most hits filed as activators; P14618; 260,000 compounds, 0.34% hits; also: potency is read from the fitted curve at half-maximal effect; nearly all actives have a fitted effect of over 55% in size
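hPK-M2, >95% pure; 0.1 mM ADP / 0.5 mM PEP final; imidazole pH7.2 buffer w/ 7 mM MgCl2, 50 mM KCl; 1 h RT; Kinase-Glo lum. Intermediate enzyme activity for dual inhibitor/activator qHTS.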
hERG WT inh = KCNH2 (human, wildtype) channel inhibition; 340,000 compounds, 0.37% hits; AID 720551; U2OS, BacMam KCNH2, thallium flux FluxOr; hits give low values; activity change, % at 1.84 µM; Q12809;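 active = maximum activity change below -70%; inconclusive = maximum activity change between -70% and -50%; inactive = maximum activity change above -50%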
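U2OS cells transduced with wild-type KCNH2 virus are loaded with FluxOr dye for 45 min, and thallium flux is measured in kinetic reads before and after stimulation buffer. Rate constants are normalized to DMSO controls.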
uPA surface inh = cell surface uPA generation inhibition; cell surface uPA generation assay, qHTS; Potency, µM (top dose mostly 38.3 µM), inactives show at the highest dose activity change, negative = inhibition, hits mostly inhibitors; 330,000 compounds, 0.31% hits; AID 540303; active = well fitted inhibition curve with a large enough effect; inconclusive = small, poorly fitted or top-dose-only effect; inactive = no such curve, though single readings can be large or run the other way; tested in mouse RAW 264.7 cells; also: potency is read from the fitted curve at half-maximal effect; nearly all actives have a fitted effect of over 55% in size
GALK inhibitor = blocks human galactokinase activity; P51570; 270,000 compounds, 0.007% hits; Potency, µM (titrated, usually from 57.5 µM), without a hit: at the top dose activity change, negative = inhibition, actives largely listed as inhibitors; Purified GALK, Kinase-Glo residual ATP luminescence; also: potency is read from the fitted curve at half-maximal effect
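Quantitative HTS: GALK 5 nM, ATP 35 uM, galactose 100 uM, 1 h room temperature, then luciferase-based ATP detection.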
* = called active by the depositor; [ ] = remark or other dose. Unless noted, calls follow the shape of the dose curve; as a rule, active = well fitted curve in the direction sought with a large enough effect; inconclusive = small, poorly fitted or top-dose-only effect, or another doubt; inactive = no such curve, though single readings can be large; an effect the other way counts as inactive or inconclusive. Unless noted, % is scaled to controls: 0 for no effect and ±100 for the full control effect.

Results for O=C(Nc1cccc(OCC(=O)N2CCOCC2)c1)c1cccc([N+](=O)[O-])c1 ?
KCNH2 3.1 inh: 4; Coupling enz: 4; Giardia kill: 8; USP2a inh: 0%; BCR signal inh: -13%; B2AR arrestin: 0.1%; Eya2 inh: 1%; PKM2 act: -5%; uPA surface inh: 16%; GALK inhibitor: 3%

What do the screens show for `CSc1ccc(S(=O)(=O)NCC(=O)OCC(=O)NCc2cccs2)cc1[N+](=O)[O-]`?
KCNH2 3.1 inh: -38; Giardia kill: -3; USP2a inh: 2%; BCR signal inh: -3%; B2AR arrestin: 0.3%; Eya2 inh: 24%; hERG WT inh: 10; uPA surface inh: 3%

How did CC1CCCCN1CCNC(=O)CC1Oc2ccccc2NC1=O (configuration not stated) do in these assays?
KCNH2 3.1 inh: -6; Coupling enz: 1; Giardia kill: -26; USP2a inh: inconclusive; BCR signal inh: -1%; B2AR arrestin: -0.6%; Eya2 inh: -2%; PKM2 act: -4%; hERG WT inh: 6; uPA surface inh: -13%; GALK inhibitor: 1%

What do the screens show for `Cc1ccc(CN(C(=O)COc2ccc(C)c(C)c2)C2CCS(=O)(=O)C2)o1` (configuration not stated)?
KCNH2 3.1 inh: 11; Coupling enz: -1; Giardia kill: -12; USP2a inh: -4%; BCR signal inh: inconclusive; B2AR arrestin: 0.1%; Eya2 inh: 8%; PKM2 act: 15%; hERG WT inh: -2; uPA surface inh: 5%; GALK inhibitor: -1%

Results for O=C(Nc1cnn(Cc2ccc(Cl)cc2)c1)c1cnccn1 ?
KCNH2 3.1 inh: -4; Coupling enz: 1; Giardia kill: -9; USP2a inh: 4%; BCR signal inh: 0%; B2AR arrestin: -0.1%; Eya2 inh: 5%; PKM2 act: 2%; hERG WT inh: -1; GALK inhibitor: -6%

Results for Cn1c(NC(=O)Cc2cccs2)cc(=O)n(C)c1=O ?
KCNH2 3.1 inh: 23; Coupling enz: 1; Giardia kill: -8; USP2a inh: -1%; BCR signal inh: 4%; B2AR arrestin: 0.1%; Eya2 inh: 4%; PKM2 act: inconclusive; hERG WT inh: 4; uPA surface inh: -9%; GALK inhibitor: 2%

Results for COc1ccccc1/C=C/C(=O)NCC(=O)N/N=C/c1ccccc1 ?
KCNH2 3.1 inh: 10; Coupling enz: 1; Giardia kill: -13; USP2a inh: 0%; BCR signal inh: -22%; B2AR arrestin: 0.0%; Eya2 inh: -8%; PKM2 act: -11%; hERG WT inh: 5; uPA surface inh: 17%; GALK inhibitor: 4%

Results for CCOC(=O)c1c(C)oc2cc(Br)c(OCC(N)=O)cc12 ?
KCNH2 3.1 inh: -4; Coupling enz: 2; Giardia kill: 0; USP2a inh: 0%; BCR signal inh: 3%; B2AR arrestin: -0.3%; Eya2 inh: -9%; PKM2 act: inconclusive; hERG WT inh: 17; uPA surface inh: 0%; GALK inhibitor: -4%

Results for Cc1c(CCC(=O)NCCCC(=O)O)c(=O)oc2cc3oc4c(c3cc12)CCCC4 ?
KCNH2 3.1 inh: 8; Coupling enz: 6; Giardia kill: -24; USP2a inh: 1%; BCR signal inh: inconclusive; B2AR arrestin: -0.3%; Eya2 inh: -1%; hERG WT inh: -2; uPA surface inh: 0%

Results for COC(=O)c1cccc(NC(=O)Cc2ccccc2[N+](=O)[O-])c1C ?
KCNH2 3.1 inh: -6; Coupling enz: 5; Giardia kill: 5; USP2a inh: 0%; BCR signal inh: -17%; B2AR arrestin: -0.8%; Eya2 inh: -3%; PKM2 act: -15%; hERG WT inh: -11; uPA surface inh: 6%; GALK inhibitor: 1%

Results for Cc1ccc2sc(NNC(=O)C3COc4ccccc4O3)nc2c1C (configuration not stated) ?
KCNH2 3.1 inh: 8; Coupling enz: 1; Giardia kill: 16; USP2a inh: -8%; BCR signal inh: -5%; B2AR arrestin: -0.6%; Eya2 inh: 1%; PKM2 act: -6%; hERG WT inh: 13; uPA surface inh: 4%

What do the screens show for `COc1ccc(-n2c(=O)/c(=C\c3cccs3)s/c2=C(/C#N)C(=O)NCCN2CCOCC2)cc1`?
KCNH2 3.1 inh: -4; Coupling enz: 1; Giardia kill: 2; USP2a inh: 4%; BCR signal inh: -7%; B2AR arrestin: 0.0%; Eya2 inh: 6%; PKM2 act: -1%; hERG WT inh: -9; uPA surface inh: 4%; GALK inhibitor: -1%

What do the screens show for `COCCCNC(=O)C(C#N)c1nc2ccccc2nc1N1CCCC1` (configuration not stated)?
KCNH2 3.1 inh: 22; Coupling enz: -2; Giardia kill: 7; USP2a inh: -2%; BCR signal inh: -7%; B2AR arrestin: 0.5%; Eya2 inh: -1%; PKM2 act: 0%; hERG WT inh: -2; uPA surface inh: -9%; GALK inhibitor: 1%

Results for COc1cccc(NC(=O)C2CCCN2C(=O)NC2CCCCC2)c1 (configuration not stated) ?
KCNH2 3.1 inh: 6; Coupling enz: -2; Giardia kill: 0; USP2a inh: 2%; BCR signal inh: 2%; B2AR arrestin: -0.1%; Eya2 inh: -14%; hERG WT inh: -2; uPA surface inh: -2%; GALK inhibitor: 3%

What do the screens show for `COC(=O)NCc1cccc(CNC(=O)OC)c1`?
KCNH2 3.1 inh: 6; Coupling enz: 0; Giardia kill: 3; USP2a inh: 1%; BCR signal inh: -3%; B2AR arrestin: 0.3%; Eya2 inh: -5%; PKM2 act: -5%; hERG WT inh: -1; uPA surface inh: 1%; GALK inhibitor: 1%

How did O=C(CSc1nc(-c2ccco2)cc(C(F)(F)F)n1)NN1CCOCC1 do in these assays?
KCNH2 3.1 inh: -1; Coupling enz: 1; Giardia kill: 26; USP2a inh: 3%; BCR signal inh: 0%; B2AR arrestin: -0.2%; Eya2 inh: -3%; PKM2 act: 0%; hERG WT inh: 0; uPA surface inh: 1%; GALK inhibitor: -1%

What do the screens show for `COc1ccc(-c2cccc(C3CC=CC4C3C(=O)N(Cc3ccccc3)C4c3cc(C)ccc3F)c2)cc1` (configuration not stated)?
Coupling enz: 2; USP2a inh: 11%; BCR signal inh: 4%; B2AR arrestin: -0.4%; Eya2 inh: -7%; PKM2 act: 9%; GALK inhibitor: 0%

What do the screens show for `Cc1cc(=O)oc2cc(Oc3ccc([N+](=O)[O-])cc3[N+](=O)[O-])ccc12`?
KCNH2 3.1 inh: -14; Coupling enz: 6; Giardia kill: inconclusive; USP2a inh: 2%; BCR signal inh: 2%; B2AR arrestin: 0.1%; Eya2 inh: -18%; PKM2 act: -9%; hERG WT inh: 28; uPA surface inh: -10%; GALK inhibitor: -2%

Results for COC(=O)Cn1ccc2cc(S(=O)(=O)N3CCCCC3)ccc21 ?
KCNH2 3.1 inh: -4; Giardia kill: 36[activator]; USP2a inh: -1%; BCR signal inh: 1%; B2AR arrestin: 0.5%; Eya2 inh: 3%; hERG WT inh: -5; uPA surface inh: 6%; GALK inhibitor: -3%

How did O=C(Cc1ccccc1)Nc1cccc(N2C(=O)C=CC2=O)c1 do in these assays?
KCNH2 3.1 inh: -14; Coupling enz: 6; Giardia kill: 14; USP2a inh: 0%; BCR signal inh: inconclusive; B2AR arrestin: 0.0%; Eya2 inh: 1%; PKM2 act: 2.8µM*; hERG WT inh: -2; uPA surface inh: -4%; GALK inhibitor: 2%

What do the screens show for `O=C1N=C2N(CCN3CCCCC3)c3ccccc3N2/C1=C\c1ccc([N+](=O)[O-])o1`?
Coupling enz: 0; USP2a inh: -3%; BCR signal inh: -1%; B2AR arrestin: -0.1%; Eya2 inh: -11%; PKM2 act: 1%; GALK inhibitor: 5%

How did O=C(CSc1nc2ccc([N+](=O)[O-])cc2s1)NCC1CCCO1 (configuration not stated) do in these assays?
KCNH2 3.1 inh: -8; Coupling enz: 1; Giardia kill: -7; USP2a inh: -1%; BCR signal inh: -9%; B2AR arrestin: -0.4%; Eya2 inh: 22%; hERG WT inh: -3; uPA surface inh: -4%; GALK inhibitor: 4%

What do the screens show for `CC(C)C1Cc2c(C#N)c(N)sc(=S)c2CO1` (configuration not stated)?
KCNH2 3.1 inh: 4; Coupling enz: -26; Giardia kill: 0; USP2a inh: 11%; BCR signal inh: 0%; B2AR arrestin: -0.9%; Eya2 inh: 2%; PKM2 act: 4%; hERG WT inh: -7; uPA surface inh: -3%; GALK inhibitor: 0%

Retrieved by compound from the list above:
What do the screens show for `COc1ccc(-c2cccc(C3CC=CC4C3C(=O)N(Cc3ccccc3)C4c3cc(C)ccc3F)c2)cc1` (configuration not stated)?
Coupling enz: 2; USP2a inh: 11%; BCR signal inh: 4%; B2AR arrestin: -0.4%; Eya2 inh: -7%; PKM2 act: 9%; GALK inhibitor: 0%

Results for Cc1ccc2sc(NNC(=O)C3COc4ccccc4O3)nc2c1C (configuration not stated) ?
KCNH2 3.1 inh: 8; Coupling enz: 1; Giardia kill: 16; USP2a inh: -8%; BCR signal inh: -5%; B2AR arrestin: -0.6%; Eya2 inh: 1%; PKM2 act: -6%; hERG WT inh: 13; uPA surface inh: 4%

Source: PubChem (National Center for Advancing Translational Sciences (NCATS))
